Screening data from PubChem BioAssay.
STK33 kinase inh: inhibitors of human STK33 kinase; AID 2661; purified STK33, MBP phosphorylation, ADP-Glo luminescence; Q9BYT3; 320,000 compounds, 0.073% hits; inhibition, % at 10 µM;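 active = inhibition at or above 25%, using the most active replicate where run in duplicate; inactive = inhibition below 25%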
Target sequence (Q9BYT3 whole entry, looked up): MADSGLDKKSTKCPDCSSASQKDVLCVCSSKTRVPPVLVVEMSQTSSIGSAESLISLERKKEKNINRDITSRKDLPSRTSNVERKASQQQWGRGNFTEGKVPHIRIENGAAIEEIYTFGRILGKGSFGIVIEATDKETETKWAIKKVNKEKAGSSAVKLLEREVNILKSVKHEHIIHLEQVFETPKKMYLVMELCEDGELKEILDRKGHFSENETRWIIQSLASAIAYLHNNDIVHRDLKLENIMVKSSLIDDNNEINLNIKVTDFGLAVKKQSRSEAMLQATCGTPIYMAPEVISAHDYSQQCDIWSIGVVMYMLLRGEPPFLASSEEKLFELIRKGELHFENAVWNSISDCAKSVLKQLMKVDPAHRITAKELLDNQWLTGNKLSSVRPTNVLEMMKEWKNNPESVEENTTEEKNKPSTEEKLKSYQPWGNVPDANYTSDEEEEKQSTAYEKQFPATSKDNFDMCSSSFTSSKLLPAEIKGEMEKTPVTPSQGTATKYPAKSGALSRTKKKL
OX1R FRET antag: blocks the human orexin 1 receptor; O43613; OX1R-expressing cells, FRET antagonist read-out; inhibition, % at 6.6 µM; 330,000 compounds, 1.8% hits; AID 485270; in the data active = inhibition mostly above about 38%, no sharp cut-off; inactive = mostly below about 40%;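 note: 0% = agonist challenge alone and 100% = reference antagonist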
Target sequence (O43613 whole entry, looked up): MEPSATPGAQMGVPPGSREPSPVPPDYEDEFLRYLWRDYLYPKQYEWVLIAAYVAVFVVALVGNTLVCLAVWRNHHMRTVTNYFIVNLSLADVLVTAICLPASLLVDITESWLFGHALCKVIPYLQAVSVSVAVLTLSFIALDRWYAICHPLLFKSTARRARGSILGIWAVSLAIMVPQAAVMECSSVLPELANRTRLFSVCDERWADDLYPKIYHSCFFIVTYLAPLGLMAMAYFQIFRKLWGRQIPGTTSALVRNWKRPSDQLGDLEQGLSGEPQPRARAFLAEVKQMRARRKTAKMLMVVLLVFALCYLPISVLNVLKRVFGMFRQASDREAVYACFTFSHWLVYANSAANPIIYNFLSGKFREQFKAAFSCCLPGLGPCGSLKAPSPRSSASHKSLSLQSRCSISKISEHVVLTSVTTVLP
* hit, by the source's call; x = no result given.

STK33 kinase inh	OX1R FRET antag	Structure
-0.5	5.9	C=C(C)COc1ccc(-c2nc(N)nc(C(F)(F)F)c2-c2ccc(OC)cc2)c(O)c1
-0.7	-0.5	Cc1c(C(=O)NCCSCc2cccc(C(F)(F)F)c2)cnn1-c1ccc(Cl)cc1
-0.2	7.3	O=C(NCc1ccco1)c1ccc2c(c1)N(Cc1ccccc1)C(=O)CS2=O (stereo not drawn)
-1.8	48.6	COc1ccccc1CNS(=O)(=O)c1ccc2c(c1)NC(=O)C(C)S2 (stereo not drawn)
-0.3	9.7	CCNC(=O)C1CC(=O)N(c2ccc(OCC)cc2)C1 (stereo not drawn)
-0.5	1.5	C[C@H](NC(=O)c1ccco1)C(=O)NNC(=O)COc1cccc(C(F)(F)F)c1
0.7	10.0	COc1ccc(NC(=O)CNC(=O)c2ccco2)cc1S(=O)(=O)Nc1cc(C)ccc1Br
-1.5	24.7	COc1ccc(S(=O)(=O)N2CCN(C(=O)COc3ccccc3)CC2)cc1
-2.0	15.2	Cc1cc(N2CCN(C(=O)c3ccco3)CC2)n2nc(-c3cccc(F)c3)cc2n1
0.6	12.6	CCc1cccc2cc3c(N)c(C(=O)Nc4ccc(S(=O)(=O)N5CCCC5)cc4)sc3nc12
-0.6	0.8	COC(=O)c1ccc(Nc2ncnc3sccc23)cc1
-1.3	-1.3	CC(C)N1C(=O)c2ccccc2C1C(=O)NCCc1ccccc1 (stereo not drawn)
-0.6	31.8	COc1cc(OC)cc(C(=O)Nc2ccc(C(=O)c3ccncc3)cc2)c1
0.9	19.8	Cc1ncc(CO)c(/C=N/Nc2cccc(Cl)n2)c1O
1.0	9.9	CC(O)Cn1c(=O)c2c(nc(Br)n2Cc2ccccc2)n(C)c1=O (stereo not drawn)
-0.3	0.8	NC(=O)[C@H]1CC2(CC(c3cccc(NC(=O)COc4ccc(Cl)cc4)c3)=NO2)CN1C(=O)C(c1ccccc1)c1ccccc1 (stereo partly drawn)
-0.9	23.9	O=C(CN1CCN(S(=O)(=O)c2ccc(F)cc2)CC1)NC1CC1
0.8	-1.4	COc1ccc(NC(=O)Nc2ccc3c(c2)C(=O)N([C@H](C)CO)C[C@H](C)[C@@H](CN(C)C(=O)Nc2ccccc2)O3)cc1
-1.3	2.7	CCOC(=O)c1[nH]c(C)c(C(=O)NCc2ccc(Cl)cc2)c1C
0.6	11.0	O=C(CSc1nnc(-c2ccc(F)cc2)o1)Nc1ccccc1N1CCOCC1
0.1	14.2	CCOc1ccccc1NC=C1C(=O)OC2(CCCCC2)OC1=O
-0.8	-1.2	COCC1CCCCN1C(=O)c1ccc(OC)c(OC2CCN(C(C)C)CC2)c1 (stereo not drawn)
-0.3	25.2	Cn1c(SCC(=O)NNC(=O)c2ccccc2)nnc1C1CC1
0.2	9.1	O=C(O)CC1S/C(=N\N=C2CCCCCC2)N(c2ccccc2)C1=O (stereo not drawn)
1.3	9.7	C=C(C)COc1ccc2c(C)c(CC(=O)N3C[C@H]4C[C@@H](C3)c3cccc(=O)n3C4)c(=O)oc2c1C

The final 2 entries of the section before are carried over, then new ones follow:
STK33 kinase inh	OX1R FRET antag	Structure
0.2	9.1	O=C(O)CC1S/C(=N\N=C2CCCCCC2)N(c2ccccc2)C1=O (stereo not drawn)
1.3	9.7	C=C(C)COc1ccc2c(C)c(CC(=O)N3C[C@H]4C[C@@H](C3)c3cccc(=O)n3C4)c(=O)oc2c1C
-2.2	22.7	N=C(N)c1ccc(N)cc1
-0.9	24.6	COc1cc(/C=C(\C#N)c2nc3ccccc3[nH]2)ccc1Oc1ccc([N+](=O)[O-])cn1
-0.2	12.4	COc1ccc(CC(=O)Oc2cc(C)[nH]c(=O)c2[N+](=O)[O-])cc1
-1.2	17.1	CC(C)(C)C1CCC(=NNC(=O)c2ccccc2-n2cccc2)CC1 (stereo not drawn)
-1.5	16.7	O=C(O)Cc1cn(Cc2ccc(F)cc2)c2ccccc12
-0.6	7.5	Cc1nn(C)c(C)c1NC(=S)Nc1ccc(S(=O)(=O)Nc2ncccn2)cc1
0.0	10.1	CNC(=S)N(CCN(C)C)Cc1cc2cc3c(cc2[nH]c1=O)OCO3
-0.3	10.8	COc1ccc(C2CC(C(F)(F)F)n3ncc(C(=O)Nc4cccc(O)c4)c3N2)cc1OC (stereo not drawn)
-0.5	10.0	Cc1c(CC(=O)NCC(=O)O)c(=O)oc2cc3c(cc12)CCC(C)(C)O3
-0.7	17.1	O=C(Nc1ccc(C(=O)O)cc1)/C(=C\c1ccccc1)NC(=O)c1ccco1
-1.9	7.6	Cc1noc(C)c1C(=O)OC(C)C(=O)NC(C)c1ccc(Cl)cc1Cl (stereo not drawn)
-0.3	3.4	O=C(N/N=C/c1ccc(Cl)cc1Cl)c1ccncc1
x	-4.7	COc1cc(CNCC2CCCO2)ccc1OCC(N)=O (stereo not drawn)
0.3	2.1	COc1ccc(-c2cnc3n2CCCCC3)cc1
-1.3	11.1	CC(C)CNC(=O)c1cccc(NC(=O)c2ccc(NC(=O)c3ccco3)cc2)c1
-0.1	11.9	Cn1cc(CC(=O)NCCCN2CCCC2=O)c2ccccc21
-1.8	17.2	COc1cccc(C2[C@H](C)C3(CCN2C)OCCO3)c1 (stereo partly drawn)
-0.4	11.7	CCc1ccccc1NC(=O)CSc1nnc(-c2ccncc2)o1
1.3	11.6	COc1cc([N+](=O)[O-])ccc1NC(=O)NNC(=O)C(C)Oc1ccc(F)cc1F (stereo not drawn)
0.2	50.0*	COc1ccc(NC(=O)c2cc(-c3ccc(C)c(C)c3O)n[nH]2)cc1Cl
-0.6	-2.5	CS(=O)(=O)N(Cc1ccccc1)c1ccc(C(=O)N2CCOCC2)cc1
-0.4	4.2	Cc1cccc(NC(=O)CCCCCN2C(=O)[C@@H]3Cc4ccccc4CN3C2=O)c1
-3.1	10.7	COc1ccc(CCC(=O)Nc2ccc(Br)cn2)cc1
-1.6	4.9	CN(C)S(=O)(=O)c1ccc(C(=O)NCc2ccco2)cc1
1.5	6.6	CCCc1cc(=O)oc2cc(OCC(=O)NCCCN3CCOCC3)ccc12

Profiles from above. Order of values: STK33 kinase inh, OX1R FRET antag
`Cc1nn(C)c(C)c1NC(=S)Nc1ccc(S(=O)(=O)Nc2ncccn2)cc1` in the list: -0.6, 7.5
`COCC1CCCCN1C(=O)c1ccc(OC)c(OC2CCN(C(C)C)CC2)c1` (stereo not drawn) in the list: -0.8, -1.2
`COc1cc(CNCC2CCCO2)ccc1OCC(N)=O` (stereo not drawn) in the list: x, -4.7
`O=C(CSc1nnc(-c2ccc(F)cc2)o1)Nc1ccccc1N1CCOCC1` in the list: 0.6, 11.0
`CCc1cccc2cc3c(N)c(C(=O)Nc4ccc(S(=O)(=O)N5CCCC5)cc4)sc3nc12` in the list: 0.6, 12.6

(next part)
STK33 kinase inh	OX1R FRET antag	Structure
0.3	-5.3	CCN(CC)CCNC(=S)Nc1ccc2nc(N3CCN(C)CC3)cc(C)c2c1
1.1	8.5	COc1ccc(CCN2C(=O)c3[nH]nc(-c4ccccc4O)c3C2c2cccc(Cl)c2)cc1 (stereo not drawn)
-0.3	24.7	CC(C)C(=O)Nc1oc(-c2ccccc2)cc1C#N
-1.1	12.7	CCOC(=O)N(C)OC(=O)Nc1ccc(Cl)c(Cl)c1
-0.8	5.9	CCOc1ccc(CN(C)C(=O)c2ccc3c(c2)NC(=O)C(C)S3)cc1OC (stereo not drawn)
-2.1	17.7	N#CC1=C(N)N(c2ncn[nH]2)C2=C(C(=O)CCC2)C1c1ccccc1 (stereo not drawn)
-2.2	14.9	Brc1cccc(-c2nnco2)c1
-1.2	12.2	CC(C)CN(C(=O)c1ccc2c(c1)OCCO2)c1c(N)n(Cc2ccccc2)c(=O)[nH]c1=O
-2.8	41.9	CC(=O)NC1CCN(CC(=O)Nc2cccc([N+](=O)[O-])c2)CC1
0.8	3.6	COc1ccc(Cl)cc1NC(=O)CN(C)C(=O)c1ccc(-n2nc(C)cc2C)cc1
-1.1	32.8	CN(C)S(=O)(=O)c1ccc(NC(=O)COC(=O)C2CC3CCCC(C2)C3=O)cc1 (stereo not drawn)
0.0	0.9	COC(=O)CCN1CCc2cc(N=Nc3ccc([N+](=O)[O-])cc3)ccc21
0.0	16.1	COC(=O)C1(Cc2ccccc2)NC(c2ccccc2C)C2C(=O)N(c3ccc4c(c3)OCO4)C(=O)C21 (stereo not drawn)
-0.1	9.2	S=C(NCCCN1CCOCC1)NCCCN1CCOCC1
-0.9	14.0	CS(=O)(=O)Nc1ccc(C(=O)NC2CCCC2)cc1
8.9	42.6*	CCSc1nsc(NC(=O)Nc2ccc(F)cc2F)n1
x	13.5	CC(C)(C)c1nc[nH]c(=O)c1Br
0.5	5.1	CC1CCC/C(=C\Nc2ccc3c(c2)OCO3)C1=O (stereo not drawn)
-1.3	1.9	COc1ccc(N=C2SC(C(=O)Nc3ccc(OC)cc3)CC(=O)N2CCN2CCOCC2)cc1 (stereo not drawn)
0.6	10.5	NC(=O)N/N=C/c1ccccc1OC(=O)c1cc2ccccc2oc1=O
-0.2	13.7	CCOc1ccccc1C(=O)OCC(=O)NCc1ccc2c(c1)OCO2
5.5	12.8	Cc1cccnc1Nc1nc(-c2ccc(O)c(O)c2)cs1
0.3	26.7	CCS(=O)(=O)N1CCN(c2ccc(Cl)cc2[N+](=O)[O-])CC1
-1.3	23.2	CC1(C)Cc2nc3sc4c(SCC(=O)NC(c5ccccc5)c5ccccc5)ncnc4c3cc2CO1
-0.3	-1.1	Cc1cc(C(=O)COC(=O)c2ccncc2)c(C)n1CCc1ccc(F)cc1
-0.8	16.5	Cc1ccc(C)c(S(=O)(=O)N/N=C/c2ccc(N(C)C)cc2)c1
0.0	13.5	CC(C)=CCN1CCN(Cc2ccc(Sc3nncn3C)o2)CC1CCO (stereo not drawn)
-0.5	x	C=CCc1c(C)nc2c(-c3ccccc3)cnn2c1N1CCOCC1
-1.6	1.4	O=C(O)c1ccc(C=NNC(=O)c2ccccc2NS(=O)(=O)c2cccs2)cc1
1.1	7.8	COc1cc([C@H]2OC[C@H]3[C@@H]2CO[C@H]3c2ccc(O)c(OC)c2)ccc1O
-0.3	40.1	CCN(Cc1ccccc1)c1ccc(/C=N/NC(=O)c2cccc(S(=O)(=O)N3CCOCC3)c2)cc1
-0.2	1.6	O=C(CN(C(=O)CNS(=O)(=O)c1ccccc1)C1CCCC1)NCc1ccco1
-0.5	16.9	CCNc1oc(-c2ccccc2F)nc1S(=O)(=O)c1ccccc1
-1.5	17.1	CCOC(=O)c1ccc(N=C2NC(=O)CS2)cc1
0.5	11.0	COc1ccc(N(CC(=O)Nc2cc(OC)ccc2OC)S(C)(=O)=O)cc1
-0.6	11.4	COc1cccc(OCC(Cn2c(C)nc3ccccc32)OC(C)=O)c1 (stereo not drawn)
-1.6	4.8	OCCC1CN(Cc2ccccc2O)CCN1CCCc1ccccc1 (stereo not drawn)
-2.8	20.9	CCCn1c(N)c(C(=O)CSc2nc(C)cs2)c(=O)n(C)c1=O
-0.6	7.4	CCOCCCNC(=O)c1ccc2c(c1)ncn2-c1ccc(CC)cc1
-1.4	10.9	Cc1cc(C)n(CCOc2ccc(Cl)cc2Cl)n1
-0.1	11.3	CCCC(=O)c1ccc(N2CCC(C)CC2)c(F)c1
-0.3	6.0	O=C(NC1CCCC1)c1csc2c1CCCC2
-0.8	32.5	CCCCNCCCCOc1ccccc1
-1.6	13.2	Cc1cc(OCC(=O)Nc2cc(-c3nn4c(C)nnc4s3)ccc2C)ccc1Cl
-0.4	31.9	O=C(COc1ccccc1)NS(=O)(=O)c1ccc(Cl)cc1
-1.0	3.9	O=C(COc1ccc(S(=O)(=O)N2CCCC2)cc1)Nc1ccc2c(c1)OCCO2
-1.1	27.5	Fc1ccc(NC(=S)Nc2cc(-c3ccccc3)[nH]n2)cc1Cl
x	1.9	O=C(CCS(=O)(=O)c1ccc(F)cc1)N1CCN(c2ccccc2)CC1
0.0	19.5	NC(=O)CSc1nc2c(sc3ccccc32)c(=O)n1CCCC(=O)NCC1CCCO1 (stereo not drawn)
1.3	21.0	Cc1ccc(C)c(NC(=O)COC(=O)c2cccc(S(=O)(=O)N3CCCCC3)c2)c1

Records listed above that bear a hit mark in OX1R FRET antag.
STK33 kinase inh	OX1R FRET antag	Structure
0.2	50.0*	COc1ccc(NC(=O)c2cc(-c3ccc(C)c(C)c3O)n[nH]2)cc1Cl
8.9	42.6*	CCSc1nsc(NC(=O)Nc2ccc(F)cc2F)n1

Remaining list, next part
STK33 kinase inh	OX1R FRET antag	Structure
-0.5	17.0	Nc1nonc1/C(=N/O)N1CCCC1
1.1	21.9	COc1ccc(N2C(=O)C3C4C=CC(C5CC45)C3C2=O)c([N+](=O)[O-])c1 (stereo not drawn)
-0.1	-0.1	CC(C)C(=O)NNc1ccc(C(F)(F)F)cn1
-0.8	9.6	CCC1CCCCN1C(=O)CCc1nnc(Cc2c[nH]c3ccccc23)o1 (stereo not drawn)
-0.5	16.5	Cc1c(NC(=O)CN2CCCC(C)C2)ccc2nsnc12 (stereo not drawn)
-2.2	22.8	CCOC(=O)CSc1nc2ccccc2c(=O)n1C
12.2	6.3	O=C(COC(=O)c1cccc(Cl)c1)Nc1cccc(S(=O)(=O)NC2=NCCC2)c1
0.5	2.9	O=C(Nc1ncc(Cc2ccc(Cl)cc2Cl)s1)c1ccc([N+](=O)[O-])cc1
1.4	11.1	Cc1ccc(Nc2nc(N)c([N+](=O)[O-])c(N3CCOCC3)n2)cc1C
0.1	47.6	CCOC(=O)N1CCN(c2ccc(N3C(=O)CCCC3=O)cc2[N+](=O)[O-])CC1
-1.1	1.5	CCOC(=O)c1c(NC(=O)CSc2c[nH]c3ccccc23)sc2c1CCCC2
0.7	17.7	COc1cc(/C=N/NC(=O)CCc2n[nH]c(=O)[nH]c2=O)ccc1O
x	14.8	O=C(CCC(=O)c1cccs1)NNC(=O)c1cccc(Cl)c1
-0.4	-7.6	CCCCc1ccc(NC(=O)CN(C)CC(=O)Nc2ccccc2Cl)cc1
1.5	5.3	CCCCN(C)CCCNC(=O)c1cc(-c2cccnc2)nc2ccccc12
-0.5	15.1	Cc1ccc(OCC(=O)c2c[nH]c3ccccc23)c([N+](=O)[O-])n1
-0.5	42.3	O=c1[nH]c(C(Cl)(Cl)Cl)nc2ccc3ccccc3c12
-1.9	15.6	COc1ccc(CCNc2nc(C)cc(=O)[nH]2)cc1OC
